# uPA generation: qHTS for Inhibitors of Cell Surface uPA Generation; cell surface uPA generation assay, qHTS; Potency, µM (doses to about 38.3 µM), without a hit: at the highest dose activity change, negative = inhibition, hits mostly inhibitors; 330,000 compounds, 0.31% hits; AID 540303, 2011; active means well fitted inhibition curve with a large enough effect; inconclusive means small, poorly fitted or top-dose-only effect; inactive means no such curve, though single readings can be large or run the other way; tested in mouse RAW 264.7 cells; further: potency means the concentration at half of the fitted maximal effect; on the % scale 0 is the no-effect control and ±100 the full control effect; nearly all actives have a fitted effect of over 55% in size
# FLuc modulator: qHTS profiling assay for firefly luciferase inhibitor/activator using purifed enzyme and Km concentrations of substrates (counterscreen for miR-21 project); Luciferin 4-monooxygenase (Photinus pyralis), P08659; purified FLuc, Km substrates, luminescence inhibition; Potency, µM (doses to about 57.5 µM), inactives show at the highest dose activity change, negative = inhibition, most hits filed as inhibitors; 360,000 compounds, 6.9% hits; AID 588342, 2011;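 further: potency means the concentration at half of the fitted maximal effect; plate controls were vehicle for no effect and reference inhibitor for full effect; nearly all actives have a fitted effect of over 55% in size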
#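 Purified P. pyralis luciferase, 10 nM final, with Km-level 10 uM D-luciferin and 10 uM ATP in 50 mM Tris acetate pH 7.5, 10 mM Mg acetate, 0.01% Tween-20, 0.05% BSA; 6-point qHTS titration about 60 µM downward; luminescence read.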
# KCNH2 3.1 block: qHTS for Inhibitors of KCHN2 3.1: Mutant qHTS; Potassium voltage-gated channel subfamily H member 2, brain isoform KCNH2 3.1 (human); U2OS KCNH2 3.1, thallium flux FluxOr; active compounds read low; activity change, % (tested at about 1.8 µM); 340,000 compounds, 0.95% hits; AID 720553, 2013;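 active means maximum activity change below -70%; inconclusive means maximum activity change from -70% to -50%; inactive means maximum activity change above -50%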;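 further: thallium influx rate constant from kinetic fluorescence after stimulation buffer; on the % scale 0 is the no-effect control and ±100 the full control effect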
#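 FluxOr-based Tl+ influx in U2OS cells transduced with KCNH2 3.1 virus; rate constants normalized to DMSO controls.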
# Gal4-VP16 FLuc: VP16 counterscreen qHTS for inhibitors of ROR gamma transcriptional activity. Drosophila S2 Gal4-VP16 UAS-luciferase, luminescence, 20 h. AID 2546, 2010. Potency, µM (series often up to 53.6 µM), for inactives: at the top dose activity, negative = inhibition, usual class: inhibitors. 310,000 compounds, 3.5% hits;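 further: Gal4-VP16 expression switched on by copper sulfate through the metallothionein promoter; potency means the concentration at half of the fitted maximal effect; on the % scale 0 is the no-effect control and ±100 the full control effect; nearly all actives have a fitted effect of over 50% in size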
# NPC1 promoter act: qHTS Assay for NPC1 Promoter Activators | Huh7 NPC1 promoter luciferase reporter, 24 h | 320,000 compounds, 2.4% hits | Potency, µM (highest dose often 9.22 µM), without a hit: at the highest dose activation, actives largely listed as activators;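 further: potency means the concentration at half of the fitted maximal effect; % of control where 0% means no effect; nearly all actives have a fitted effect of over 60% in size; reporter is driven by a mutant NPC1 promoter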
#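 Cells: Huh7 expressing luciferase under the NPC1 promoter, 1500/well. Seeded 2 h, compound added, incubated 24 h at 37 °C. Luciferase reagent, 10 min ambient, then luminescence.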
# Giardia killer: Small Molecules that selectively kill Giardia lamblia: qHTS | Giardia lamblia trophozoite viability | activity change, % at 7.66 µM, hits read low | 340,000 compounds, 0.15% hits; in the data active means activity change below about -80%; inconclusive means between about -30% and that limit;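 further: parasites exposed to compound for two days anaerobically before the ATP read; on the % scale 0 is the no-effect control and ±100 the full control effect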
#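 Luminescent ATP signal served as the viability read-out, measured 15-30 min after adding ATP detection reagent to trophozoites that had been incubated with compounds for 48 hrs at 37 deg C anaerobically at 100 cells/well.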
# ELG1 genotoxic: qHTS screen for small molecules that induce genotoxicity in human embryonic kidney (HEK293T) cells expressing luciferase-tagged ELG1; HEK293T ELG1-luciferase reporter, luminescence, 16 h; Potency, µM (series often up to 46 µM), for the others: top-dose activity change, positive = activation, usual class: activators; 330,000 compounds, 1.3% hits; further: potency means the concentration at half of the fitted maximal effect; % of control where 0% means no effect; nearly all actives have a fitted effect of over 60% in size
#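 Reporter readout depends on ELG1 protein level, which increases with genetic stress. After 16 hr compound exposure at 37 °C, luciferase activity was quantified using ONE-Glo.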
# Rab9 prom act: qHTS Assay for Rab9 Promoter Activators; 320,000 compounds, 2.8% hits; Huh7 Rab9 promoter-luciferase reporter, luminescence, 24 h; Potency, µM (series often up to 9.22 µM), for the others: at the top dose activation, negative = inhibition, hits mostly activators; further: potency means the concentration at half of the fitted maximal effect; % of control where 0% means no effect; nearly all actives have a fitted effect of over 60% in size
#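 Rab9 promoter-driven luciferase in stably transfected Huh7 cells; 1500 cells/well rested 2 h, exposed to compound in DMSO for 24 h at 37 °C, 5% CO2. Luminescence read 10 min after adding luciferase reagent at ambient temperature.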
# Tb PFK inh: qHTS Assay to Find Inhibitors of T. brucei phosphofructokinase; ATP-dependent 6-phosphofructokinase (Trypanosoma brucei brucei), O15648; T. brucei PFK, ADP-Glo luminescence; Potency, µM (series often up to 57.5 µM), without a hit: top-dose activity, negative = inhibition, most hits filed as inhibitors; 330,000 compounds, 0.17% hits;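 further: potency means the concentration at half of the fitted maximal effect; 0% = uninhibited 1x PFK enzyme wells and -100% = no-enzyme wells; nearly all actives have a fitted effect of over 60% in size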
# Target sequence (O15648 whole entry, looked up): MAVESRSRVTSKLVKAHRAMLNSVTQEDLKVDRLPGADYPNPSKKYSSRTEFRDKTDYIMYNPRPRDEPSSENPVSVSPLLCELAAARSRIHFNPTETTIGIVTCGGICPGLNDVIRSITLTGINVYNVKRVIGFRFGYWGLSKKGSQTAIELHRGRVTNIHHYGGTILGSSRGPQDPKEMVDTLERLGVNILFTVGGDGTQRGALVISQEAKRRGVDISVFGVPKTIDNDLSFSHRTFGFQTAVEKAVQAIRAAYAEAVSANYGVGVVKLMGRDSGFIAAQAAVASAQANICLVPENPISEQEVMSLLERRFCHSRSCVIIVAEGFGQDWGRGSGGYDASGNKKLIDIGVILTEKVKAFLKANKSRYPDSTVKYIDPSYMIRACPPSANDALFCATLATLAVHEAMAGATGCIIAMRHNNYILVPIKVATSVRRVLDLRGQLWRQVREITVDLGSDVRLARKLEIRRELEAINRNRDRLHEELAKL
#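 Compounds were pin-transferred as a titration series up to 57 uM into substrate buffer (0.5 mM F6P, 0.1 mM ATP, pH 8.0), then 1.25 nM PFK was added and reactions ran 45 min before ADP-Glo detection.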
# RORg inh: qHTS for inhibitors of ROR gamma transcriptional activity. Drosophila S2 Gal4-RORgamma UAS-luciferase reporter, 20 h. Potency, µM (doses to about 53.6 µM), for inactives: at the highest dose activity change, negative = inhibition, actives largely listed as inhibitors. 310,000 compounds, 5.4% hits; further: potency means the concentration at half of the fitted maximal effect; on the % scale 0 is the no-effect control and ±100 the full control effect; nearly all actives have a fitted effect of over 60% in size
# Target sequence (P51450 whole entry, looked up, the tested form may be a part): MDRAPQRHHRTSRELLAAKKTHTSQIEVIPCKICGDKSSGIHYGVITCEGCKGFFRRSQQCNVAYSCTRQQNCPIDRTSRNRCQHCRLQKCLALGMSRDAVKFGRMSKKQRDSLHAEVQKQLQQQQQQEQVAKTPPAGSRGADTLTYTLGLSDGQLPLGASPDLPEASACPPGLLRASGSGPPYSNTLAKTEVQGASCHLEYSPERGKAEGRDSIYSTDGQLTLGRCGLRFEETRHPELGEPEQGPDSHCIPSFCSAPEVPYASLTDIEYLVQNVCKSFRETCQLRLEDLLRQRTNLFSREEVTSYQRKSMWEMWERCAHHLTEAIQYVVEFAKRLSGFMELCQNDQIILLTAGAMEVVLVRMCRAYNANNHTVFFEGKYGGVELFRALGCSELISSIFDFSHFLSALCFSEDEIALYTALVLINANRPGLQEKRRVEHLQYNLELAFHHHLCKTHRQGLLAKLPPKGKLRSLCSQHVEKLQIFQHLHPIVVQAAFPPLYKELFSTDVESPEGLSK
#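 Read-out: Photinus luciferase luminescence; inhibitors lower reporter signal. Insect Schneider cells with Gal4-ROR gamma fusion under metallothionein promoter, UAS reporter; 700 uM final copper sulfate induction, 20 hr, ambient temperature.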
# FBPA coupling cs: qHTS Assay for Inhibitors of Fructose-1,6-bisphosphate Aldolase from Giardia Lamblia: Coupling assay counterscreen; 290,000 compounds, 0.67% hits; activity change, negative = inhibition, % at 58.2 µM, hits read low; coupling enzyme system counterscreen, AmpLite Red fluorescence; in the data active means activity change below about -30%; further: on the % scale 0 is the no-effect control and ±100 the full control effect
#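 Coupling enzymes only (glyceraldehyde-3-phosphate) + compound, at 57.5 uM final, 10 min RT; add substrate/coupling/AmpLite Red mix, 20 min RT; fluorescence ex 525/em 598 nm. Actives flag coupling-system interference.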
# Active calls of the source: *; ? = inconclusive; · = no result given; & = joins results of further samples; [ ] = another dose, or the depositor's remark. Unless noted, the call rests on the fitted dose curve; in most records, active means well fitted curve in the direction sought with a large enough effect; inconclusive means small, poorly fitted or top-dose-only effect, or another doubt; inactive means no such curve, though single readings can be large; an effect the other way counts as inactive or inconclusive.
SMILES,uPA generation,FLuc modulator,KCNH2 3.1 block,Gal4-VP16 FLuc,NPC1 promoter act,Giardia killer,ELG1 genotoxic,Rab9 prom act,Tb PFK inh,RORg inh,FBPA coupling cs
Cc1c(C(=O)O)sc2nc(/C=C/c3cccc(O)c3)[nH]c(=O)c12,-2%,17µM*,-2,-9%,-12%,-3,0%,-7%[1.84 µM],9%,-10%,1
N#C/C(=C\c1cccnc1)C(=O)Nc1ccccc1,2%,-12%,-3,-9%,1%,10,2%,2%,7%,13%,2
CCN(CC)S(=O)(=O)c1cc(NC(=O)C(C)N2CCN(c3ccccn3)CC2)ccc1C (stereo not given),-3%,-2%,4,2%,0%,-15,-14%,-2%,-20%,21%,6
CCN(CC)S(=O)(=O)c1ccc(N2CCOCC2)c(NC(=O)c2[nH]c(C)c(C(C)=O)c2C)c1,-7%,·,3,·,·,11,10µM*,·,0%,·,·
COc1ccc2c(C(=O)CCl)c[nH]c2c1,?,?,2,18µM*,-7%,22,-1%,-4%,-1%,?,0
Nc1ccc(S(=O)(=O)NC(=O)c2ccccc2)cc1,-25%,2%,-8,-2%,-3%,-6,6%,1%,-3%,1%,4&6&0
Cc1ccc2[nH]c3c(c2c1)CN(C(=O)CN1CCN(c2ccccc2)CC1)CC3,·,1%,·,5%,6%,·,-6%,12%,-1%,12%,-5
O=[N+]([O-])c1cc(S(=O)(=O)/N=C(/c2ccccc2)N2CCOCC2)ccc1Cl,-10%,-1%,-14,-3%,-5%,-24,6%,-3%,-1%,-23%,2
O=C(O)c1ccc(CSc2nc3ccccc3[nH]2)cc1,-16%,17µM*,0,-8%,2%,-14,8%,0%,1%,-25%,1
CC1CCN(c2nnc(N3CCC(C)CC3)c3ccccc23)CC1,2%,5%,4,1%,1%,1,1%,0%,-1%,0%,2
COc1cc([N+](=O)[O-])ccc1NC(=O)CCCOc1cc(C)ccc1C,4%,4%,0,2%,-3%,-13,1%,-1%,-6%,24%,-2
Cc1ccc2nc(N(CCN3CCOCC3)C(=O)CCS(=O)(=O)c3ccccc3)sc2c1,-7%,-2%,8,·,?,-6,?,?,-1%,·,·
Cc1ccc(NS(=O)(=O)c2ccc(-n3cccn3)cc2)c(C)c1,-3%,1%,4,-20%,-1%,33[activator],-5%,0%,0%,44%,·
Cc1csc(SCC(=O)Nc2ccccc2)n1,-3%,-20%,-3,3%,17%,0,-3%,6%,-12%,-18%,5
Cn1ncc(Cl)c1C(=O)N1CCN(c2ccccc2)CC1,-6%,4%,2,4%,1%,-20,-1%,2%,-13%,-1%,-1
Cc1nc(C)c(C(=O)Nc2ccccc2)s1,1%,-15%,-10,2%,1%,-18,?,?,-1%,1%,0
Cc1ccccc1NC(=O)NNC(=O)CCc1ccccc1,2%,0%,0,-8%,-2%,-2,1%,0%,0%,0%,1
O=C(Cc1cccs1)NCc1ccco1,1%,3%,-1,15%,-1%,-1,3%,0%,10%,21%,3
O=C(O)/C=C/C(=O)NCc1cn(-c2ccccc2)nc1-c1cccc(Br)c1,0%,?,?,-13%,-5%,-1,0%,-3%,-8%,30%,16
N/C(CC(=O)Nc1cc(C(F)(F)F)ccc1Cl)=N\O,-10%,1%,-5,4%,2%,8,0%,-2%[1.84 µM],-6%,15%,-3

# The last six compounds of the section before come first, to join the parts.
SMILES,uPA generation,FLuc modulator,KCNH2 3.1 block,Gal4-VP16 FLuc,NPC1 promoter act,Giardia killer,ELG1 genotoxic,Rab9 prom act,Tb PFK inh,RORg inh,FBPA coupling cs
Cn1ncc(Cl)c1C(=O)N1CCN(c2ccccc2)CC1,-6%,4%,2,4%,1%,-20,-1%,2%,-13%,-1%,-1
Cc1nc(C)c(C(=O)Nc2ccccc2)s1,1%,-15%,-10,2%,1%,-18,?,?,-1%,1%,0
Cc1ccccc1NC(=O)NNC(=O)CCc1ccccc1,2%,0%,0,-8%,-2%,-2,1%,0%,0%,0%,1
O=C(Cc1cccs1)NCc1ccco1,1%,3%,-1,15%,-1%,-1,3%,0%,10%,21%,3
O=C(O)/C=C/C(=O)NCc1cn(-c2ccccc2)nc1-c1cccc(Br)c1,0%,?,?,-13%,-5%,-1,0%,-3%,-8%,30%,16
N/C(CC(=O)Nc1cc(C(F)(F)F)ccc1Cl)=N\O,-10%,1%,-5,4%,2%,8,0%,-2%[1.84 µM],-6%,15%,-3
CCOc1ccccc1OCC(=O)NN1Cc2ccccc2C1=N,1%,15%,-4,2%,-5%,-23,-2%,1%,2%,31%,3
CC(C)N(Cc1nc(-c2ccc(Cl)cc2)no1)C(=O)C12CC3CC(CC(C3)C1)C2,5%,3%,2,-8%,1%,10,-3%,-4%,1%,4%,-1
NC(=O)Nc1ccc(C(=O)OCC(=O)Nc2cccc(S(=O)(=O)NC3=NCCC3)c2)cc1,7%,-14%,2,·,-5%,25,1%,5%,-3%,·,·
COc1ccc(CCNC(=O)COc2cc(C)cc3oc(=O)cc(C)c23)cc1,11%,2%,-18,0%,-3%,-9,-2%[9.26 µM],6%,0%,-11%,7
CN(CCO)S(=O)(=O)c1ccc2c(c1)C(=NNC(N)=O)c1cc(S(=O)(=O)N(C)CCO)ccc1-2,10%,-3%,14,-3%,-1%,12,4%,13%,-6%,0%,2
O=C(CN1C(=O)NC(Cc2ccccc2)C1=O)Nc1ccc(OC(F)F)cc1 (stereo not given),-4%,3%,-23,·,1%,-23,-2%,1%,-3%,·,·
O=C(CN1CCC(O)(c2cccc(F)c2)CC1)NCCc1c[nH]c2ccccc12,-6%,-1%,-7,1%,-1%,1,-7%,-5%,2%,?,-1
CCOCC(=O)Nc1cc(C(F)(F)F)ccc1Oc1cccc(Br)c1,13%,6%,?,13%,-1%,3,0%,2%,6%,25%,-1
COc1cccc(CN2CCCCC2C(=O)O)c1 (stereo not given),1%,-2%,-6,2%,0%,-15,0%,11%,1%,-1%,-1
Cc1ccccc1NC(=O)CSc1ccc(-c2ccc(-n3cccn3)cc2)nn1,3%,?,-2,·,-1%,-14,19%,0%,8%,·,·
COc1ccccc1NNC(=O)C(O)(c1ccccc1)c1ccccc1,2%,1%,-5,-3%,-2%,4,-4%,-1%,1%,1%,2
CCOc1ccc(N(C)S(=O)(=O)c2csc(C(N)=O)c2)cc1,0%,-6%,-7,1%,-1%,-6,-3%,0%,2%,2%,4
O=S(=O)(Nc1cccc(-c2ccc(N3CCOCC3)nn2)c1)c1ccc(Cl)c(Cl)c1,?,5.4µM*,-5,·,15%,8,?,25%,-17%,·,·
CCN(CC)C(=O)[C@H]1CC(CC(=O)NC/C=C(\C)CCC=C(C)C)C(=O)N2CCc3c([nH]c4ccccc34)[C@]12C (stereo not given in full),?,·,-13,·,·,11,-16%,·,5%,·,·
Cc1cc(C)c2oc(C(=O)NCCc3ccc(S(N)(=O)=O)cc3)cc(=O)c2c1,-1%,-1%&0%,7,3%,3%,6,5%,0%,1%,-18%,0
CC1=NN(c2nc3ccccc3[nH]2)C(=O)C1Cc1ccccc1 (stereo not given),2%,?,-16,-13%,-29%,-23,26%,-48%[inhibitor],-18%,-29%,1
O=C(Nn1c(Cc2ccccc2)nc2ccccc2c1=O)c1c(O)c2cccc3c2n(c1=O)CCC3,2%,2%,-1,-10%,-2%,-8,0%,-6%,4%,43%,1
CCn1nc(NC(=O)C2CCCO2)c2cc3cccc(C)c3nc21 (stereo not given),0%,-6%,-3,-6%,1%,3,-5%,-1%,0%,5%,-2
Cc1cnc(NC(=O)CC(C)c2ccccc2)s1 (stereo not given),-14%,?,-1,-13%,-26%,-17,7%,-7%,-5%,?,2
COc1ccc(Cn2nnnc2C(c2cc3cc(C)ccc3[nH]c2=O)N2CCN(C)CC2)cc1 (stereo not given),·,-3%,-3,9%,-3%,12,-11%,-3%,5%,3%,1
